# Pf growth 48h: P. falciparum growth inhibition at 48 hours (one generation) | P. falciparum luciferase growth in erythrocytes, 48 h | Potency, µM (doses to about 28.7 µM), without a hit: top-dose activity change, negative = inhibition, hits mostly inhibitors | 5.9% of 310,000 active; note: potency is the fitted concentration of half-maximal effect; % is set by controls: 0 for no effect and ±100 for the full control effect
#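 Cell-based growth assay: transgenic P. falciparum expressing firefly luciferase, cultured in red cells within RPMI 1640 containing 0.5% w/v Albumax, 24 mM bicarbonate and gentamycin. A drop in luciferase activity indicates inhibition.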
# CHX counter: counter-screen for Shiga toxin inhibitors: cycloheximide protein synthesis inhibition; AID 2314; 12% of 300,000 active; cell reporter, cycloheximide protein synthesis inhibition counterscreen; max response, %; in the data active = max response mostly above about 13%, no sharp cut-off; inactive = mostly below about 14%; note: read at 38.3 µM for the half of the compounds with a filed dose; 0% is about no effect
# Pf growth 96h: P. falciparum growth inhibition at 96 hour, primary screen for plastid delayed-death inhibitors. P. falciparum luciferase reporter growth, 96 h. Potency, µM (series often up to 28.7 µM), without a hit: top-dose activity change, negative = inhibition, hits mostly inhibitors. 6.9% of 320,000 active; note: potency is the fitted concentration of half-maximal effect; % is set by controls: 0 for no effect and ±100 for the full control effect
#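 P. falciparum expressing integrated firefly luciferase, in erythrocytes at 2% hematocrit, 0.05% parasitemia, incubated with compounds 96 h at 37 C, 5% CO2. Growth inhibition read as loss of luminescence; two-generation exposure targets delayed-death apicoplast inhibitors.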
# LmPK inh: inhibitors of Leishmania mexicana pyruvate kinase | Q27686 | purified LmPK, Kinase-Glo ATP luminescence, 1 h | Potency, µM (doses to about 57.5 µM), without a hit: at the top dose activity change, negative = inhibition, hits mostly inhibitors | 0.37% of 290,000 active; note: potency is the fitted concentration of half-maximal effect; % is set by controls: 0 for no effect and ±100 for the full control effect
# Target sequence (Q27686 whole entry, looked up): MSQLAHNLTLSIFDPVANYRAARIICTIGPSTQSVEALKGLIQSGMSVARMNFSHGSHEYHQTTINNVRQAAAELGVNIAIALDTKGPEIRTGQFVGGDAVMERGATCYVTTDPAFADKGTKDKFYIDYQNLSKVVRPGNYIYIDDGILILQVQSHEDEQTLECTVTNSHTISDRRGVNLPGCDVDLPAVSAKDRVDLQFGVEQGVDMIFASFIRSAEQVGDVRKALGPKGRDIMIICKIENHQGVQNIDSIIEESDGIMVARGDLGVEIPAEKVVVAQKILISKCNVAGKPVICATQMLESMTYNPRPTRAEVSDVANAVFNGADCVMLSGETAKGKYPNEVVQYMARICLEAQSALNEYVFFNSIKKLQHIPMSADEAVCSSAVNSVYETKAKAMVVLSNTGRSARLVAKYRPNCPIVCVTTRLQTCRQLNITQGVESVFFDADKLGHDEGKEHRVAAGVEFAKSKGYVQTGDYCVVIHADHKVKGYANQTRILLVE
#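 Pyruvate kinase activity monitored as ATP production (luciferase luminescence). Conditions: 0.1 nM enzyme, 0.5 mM PEP, 0.1 mM ADP, 1 h, RT; normalized against uninhibited and no-enzyme wells.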
# Shiga toxin inh: blocks Shiga toxin action in Vero cells; inhibition, % at 38.7 µM; AID 2315; 9.2% of 290,000 active; Vero cells, Shiga toxin protein synthesis inhibition reporter; in the data active = inhibition mostly above about 28%, no sharp cut-off; inactive = mostly below about 43%; note: 0% is about no effect
# AmpC no deterg: blocks E. coli AmpC beta-lactamase in detergent-free assay; P00811; AmpC nitrocefin hydrolysis, absorbance 480 nm, 0.0001% Triton; Potency, µM (doses to about 57.1 µM), for inactives: at the top dose activity change, negative = inhibition, hits mostly inhibitors; 0.52% of 330,000 active;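 note: potency is the fitted concentration of half-maximal effect; plate controls were no compound for no effect and no enzyme for full effect; nearly all actives have a fitted effect of over 20% in size; some results filed as inactive show a strong effect at the top dose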
# Target sequence (P00811 whole entry, looked up): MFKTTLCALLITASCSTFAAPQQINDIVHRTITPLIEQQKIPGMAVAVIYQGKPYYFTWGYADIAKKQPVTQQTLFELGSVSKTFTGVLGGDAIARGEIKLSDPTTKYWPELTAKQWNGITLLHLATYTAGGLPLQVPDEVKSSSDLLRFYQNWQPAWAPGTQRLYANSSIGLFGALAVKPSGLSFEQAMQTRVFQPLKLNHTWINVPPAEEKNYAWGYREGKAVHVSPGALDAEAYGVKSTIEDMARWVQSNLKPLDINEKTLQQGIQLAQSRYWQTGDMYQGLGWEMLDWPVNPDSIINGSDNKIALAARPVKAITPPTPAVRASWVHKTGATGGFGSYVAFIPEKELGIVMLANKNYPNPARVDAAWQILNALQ
#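 AmpC (5.3 nM in the dispensed reagent) in 20 mM phosphate pH 7.0 with 0.01% (detergent screen) or 0.0001% Triton X-100 was preincubated with compounds for 15 min at room temperature. Nitrocefin was then added from an 800 uM solution, and hydrolysis was followed at 480 nm.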
# Tb PYK inh: T. brucei pyruvate kinase inhibition; Q57TT1; TbPYK enzyme, Kinase-Glo Plus ATP luminescence, 45 min; Potency, µM (titrated, usually from 76.8 µM), inactives show top-dose activity, negative = inhibition, actives largely listed as inhibitors; 0.12% of 410,000 active; AID 624173; note: potency is the fitted concentration of half-maximal effect; % is set by controls: 0 for no effect and ±100 for the full control effect; nearly all actives have a fitted effect of over 50% in size
#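 T. brucei PYK with substrate was exposed to pin-transferred compounds across a concentration series, then started with 130 uM ADP (final). After 45 min at room temperature, Kinase-Glo Plus luminescence was read, normalized and curve-fitted.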
# Numbers without * were called inactive; i = inactive; ? = inconclusive; . = no result given; [ ] = dose if it differs, or a comment. Unless noted, calls come from the whole dose curve; as a rule, active = well fitted curve in the direction sought with a large enough effect; inconclusive = small, poorly fitted or top-dose-only effect, or another doubt; inactive = no such curve, though single readings can be large; an effect the other way counts as inactive or inconclusive.
# Results follow in this order: Tb PYK inh	Pf growth 48h	LmPK inh	Shiga toxin inh	AmpC no deterg	Pf growth 96h	CHX counter
Cc1ccc(-n2c(O)c(C=Nc3ccccc3N)c(=O)[nH]c2=O)cc1C
 : -2%	124%[activator]	-7%	67*	48%	47%[activator][5.75 µM]	46*
CCN(CC(=O)Nc1ccccc1C(F)(F)F)C(=O)c1ccc(N2C(=O)CCC2=O)cc1
 : -10%	11%	-9%	-9	-14%	-16%	-1
O=C1NC(=S)N/C1=C\C=C\c1ccccc1
 : -2%	59%[activator]	4%	50*	-17%	37%[activator]	30*
O=C(CSC1=NCCS1)Nc1ccc(F)cc1
 : -3%	4%	2%	-4	-18%	-1%	4
C=CCOc1c(Br)cc(CNn2c(C)n[nH]c2=S)cc1OC
 : ?	-10%	9%	-3	-12%	-28%	-1
OCC[C@@H]1C[C@H](O)[C@@H](O)[C@]2(Cc3ccccc3CCO2)O1
 : -1%	?	-4%	-5	-7%	82%[activator]	1
Cc1ccccc1OCC(=O)OCC(=O)c1ccc(OC(=O)c2ccccc2)cc1
 : 3%	17%	3%	18	-37%	-2%	-3
COc1ccc(/C=C/C(=O)NCC2COc3ccccc3O2)c(OC)c1 (stereo not drawn)
 : -18%	-5%	6%	46*	-17%	?	20*
COCCN(C(=O)CSc1ncn[nH]1)c1c(N)n(Cc2ccccc2)c(=O)[nH]c1=O
 : -3%	0%	.	.	-30%	6%	.
Cc1cc(C)cc(N(CC(=O)NC2CCCCCC2)S(=O)(=O)c2c(C)[nH]c(=O)[nH]c2=O)c1
 : -4%	-21%	4%	30	-4%	-5%	-3
Cc1csc2c(=O)sc(NC(=O)c3ccco3)nc12
 : -10%	21%	-4%	19	-21%	41%[activator]	9
COc1ccccc1NC(=O)Nc1nnc(Cc2ccccc2F)s1
 : -1%	0%[0.00184 µM]	0%	2	-34%	12%	0
CCc1nc(NCCO)c(C#N)c2c1CSC(C)(C)C2
 : 2%	?	0%	-10	0%	-17%	4
CCO[C@H]1OC(C(=O)N2CCN(C)CC2)=C[C@@H](C2CC2)[C@@H]1CCCO
 : 3%	-4%	3%	-8	144%[activator]	-2%	-2
CC1(C)CC(=O)C=C(NCc2ccco2)C1
 : 1%	-8%	2%	-2	-13%	?	-2
COCCn1nnnc1C(c1ccccn1)N1CCN(c2cc(Cl)ccc2C)CC1 (stereo not drawn)
 : -12%	?	5%	22	122%[activator]	.	-2
CC(Oc1ccccc1)C(=O)N=C1SC2CS(=O)(=O)CC2N1c1cccc(F)c1 (stereo not drawn)
 : -5%	-16%	5%	4	29%	-16%	-1
CCCc1cc(=O)[nH]c2nnc(SCC(=O)Nc3ccc(C(C)=O)cc3)n12
 : 4%	?	.	.	-5%	?	.
COc1ccc(C2=NN(CN3C(=O)C(=O)c4ccccc43)C(c3ccc(Br)cc3)C2)cc1 (stereo not drawn)
 : 2%	.	2%	46	-33%	11%	32*
COc1ccc([N+](=O)[O-])cc1NC(=O)CCNC(=O)Cn1ccc2ccccc2c1=O
 : 0%	?	7%	-4	-3%	-23%	-4
COc1ccccc1S(=O)(=O)N1CCN(S(=O)(=O)c2ccccc2C#N)CC1
 : 3%	-21%	-4%	-5	-9%	-18%	-2
COc1ccc(CC(=O)Nc2nnc(C(C)C)s2)cc1
 : -6%	4%	4%	29	-10%	33%[activator]	19*
Cc1ccc(S(=O)(=O)NC2(C(F)(F)F)C(=O)Nc3c2c(=O)n(C)c(=O)n3C)cc1 (stereo not drawn)
 : 0%	.	3%	-4	-8%	.	-5
CC1(CC(=O)N/N=C/c2ccc(-c3cccc(C(F)(F)F)c3)o2)OCCO1
 : -5%	-14%	0%	3	29%	?	-1
COc1cc2c(cc1OC)C1O[C@](c3ccsc3)(C2)Oc2cc(-c3ccccc3)oc(=O)c21
 : .	?	-7%[11.5 µM]	i	-27%[11.4 µM]	1.5µM*	-1
COc1ccc(/C=C(/NC(=O)c2ccccc2)C(=O)N2CCCCC2)cc1
 : 2%	-11%	-13%	-3	9%	?	-2
O=C(O)c1ccc2c(c1)C(=O)N([C@H](Cc1ccc3ccccc3c1)C(=O)O)C2=O
 : .	-24%	.	12	-13%	16%	-6
CCCC(C)NC(=O)CSc1nc2ccc(C)cc2[nH]1 (stereo not drawn)
 : -1%	-14%	4%	11	-4%[11.4 µM]	7%	-1
Cc1cc(=O)[nH]c(SCC(=O)N2C(C)CCCC2C)n1 (stereo not drawn)
 : 1%	10%	-4%	7	-11%	-3%	-2
CC1CCN(C(=O)C(NS(=O)(=O)c2cccc3nsnc23)C(C)C)CC1 (stereo not drawn)
 : 2%	-9%	-12%	-2	5%	-12%	-2
COc1ccc(Cc2noc(COc3ccc(Cl)cc3)n2)cc1
 : -23%	14%	8%	-17	-19%	.	-2
COc1cccc(-c2nc(C#N)c(N3CCN(C(=O)c4ccco4)CC3)o2)c1
 : -6%	11%	-3%	-3	-6%	27%	-2
CC1=C(C(=O)NCc2ccccc2)C(c2cccs2)NC(=S)N1 (stereo not drawn)
 : -6%	36%[activator]	8%	-6	-37%	?	-2
COc1ccccc1S(=O)(=O)Cc1ccc(C(=O)NC2CCCCC2)o1
 : -1%	?	-2%	-20	-1%	22%	-4
Cc1cc2ccccc2c(=O)n1CC(=O)NCc1ccco1
 : -3%	.	6%	-16	9%	.	-2
COC(=O)c1cc(=O)n(Cc2ccco2)c(=Nc2ccc(F)cc2)s1
 : -4%	?	0%	-5	-23%	43%[activator]	-1
COc1ccc(CCn2nc(C)c([N+](=O)[O-])c2C)cc1
 : 3%	?	-13%	83*	-1%	?	30*
CS(=O)(=O)N(CC(=O)N1CCCCCC1)c1cc(Cl)ccc1Cl
 : 0%	-4%	3%	.	11%	?	-3
Cc1cc(=O)oc2cc(NS(=O)(=O)c3ccccc3)ccc12
 : -1%	36%[activator]	1%	1	-29%	13%	-2
Cc1ccsc1-c1n[nH]c(=S)n1C1CCCCC1
 : 3.2µM*	-3%	8.9µM*	12	-27%	6%	-2
CC1(C)CC(=O)C(CC2C(=O)CC(C)(C)CC2=O)C(=O)C1
 : -19%	1%	3%	-1	-8%	?	-2
CN(C)c1cccc(C(=O)NCCCn2ccc3ccccc32)c1
 : 1%	0%	2%	36	-2%	-3%	2
Cc1ccc(C2CC(c3ccccc3)=NN2C(=S)Nc2ccccc2)o1 (stereo not drawn)
 : -18%	.	8%	24	0%	?	24
CCCCOc1ccccc1Cn1c(=O)oc2ccc(C)cc21
 : -2%	-9%	-2%	0	-27%	.	-1
CCOC(=O)c1cc(-c2ccccc2)nc2nc(N3CCCCC3)sc12
 : 15%	-9%	-4%	-10	-23%	51%[activator]	-2
COC(=O)c1ccc(C23CC4(C2)[C@H](CN(Cc2ccc(C(F)(F)F)cc2)[C@@H]4c2ccccc2)C3c2ccc(C(F)(F)F)cc2)cc1 (stereo partly drawn)
 : .	?	2%	2	-8%	10µM*	-4
Cc1ccc2c(c1)N(C(=O)CCC(=O)NCCCN1CCOCC1)CC(C)O2 (stereo not drawn)
 : -4%	5%	-4%	7	-11%	-4%	-2
CC(OC(=O)c1cccc(-n2cnnn2)c1)C(=O)Nc1ccc(N(C)C)cc1 (stereo not drawn)
 : -7%	49%[activator]	.	.	-9%	21%	.
CCOC(=O)N1CCC(NC(=O)c2cc(-c3ccc(F)cc3)[nH]c2C)CC1
 : 2%	?	-4%	-12	55%	.	-3
N#Cc1cccc(NC(=O)COC(=O)c2cccc(N3C(=O)c4ccccc4C3=O)c2)c1
 : -1%	2%	9%	10	-42%	-4%	-2
CN(CC(=O)Nc1cccc(F)c1)C(=O)c1cn(-c2ccccc2)nc1-c1ccc(Cl)cc1
 : 5%	15µM*	.	.	-20%	?	.
Cc1ccccc1NC(=S)N(C)Cc1cccs1
 : -7%	.	2%	15	-12%	?	14

# Filtered by structure: the compounds so far containing a halogen.
# Results follow in this order: Tb PYK inh	Pf growth 48h	LmPK inh	Shiga toxin inh	AmpC no deterg	Pf growth 96h	CHX counter
CCN(CC(=O)Nc1ccccc1C(F)(F)F)C(=O)c1ccc(N2C(=O)CCC2=O)cc1
 : -10%	11%	-9%	-9	-14%	-16%	-1
O=C(CSC1=NCCS1)Nc1ccc(F)cc1
 : -3%	4%	2%	-4	-18%	-1%	4
C=CCOc1c(Br)cc(CNn2c(C)n[nH]c2=S)cc1OC
 : ?	-10%	9%	-3	-12%	-28%	-1
COc1ccccc1NC(=O)Nc1nnc(Cc2ccccc2F)s1
 : -1%	0%[0.00184 µM]	0%	2	-34%	12%	0
COCCn1nnnc1C(c1ccccn1)N1CCN(c2cc(Cl)ccc2C)CC1 (stereo not drawn)
 : -12%	?	5%	22	122%[activator]	.	-2
CC(Oc1ccccc1)C(=O)N=C1SC2CS(=O)(=O)CC2N1c1cccc(F)c1 (stereo not drawn)
 : -5%	-16%	5%	4	29%	-16%	-1
COc1ccc(C2=NN(CN3C(=O)C(=O)c4ccccc43)C(c3ccc(Br)cc3)C2)cc1 (stereo not drawn)
 : 2%	.	2%	46	-33%	11%	32*
Cc1ccc(S(=O)(=O)NC2(C(F)(F)F)C(=O)Nc3c2c(=O)n(C)c(=O)n3C)cc1 (stereo not drawn)
 : 0%	.	3%	-4	-8%	.	-5
CC1(CC(=O)N/N=C/c2ccc(-c3cccc(C(F)(F)F)c3)o2)OCCO1
 : -5%	-14%	0%	3	29%	?	-1
COc1ccc(Cc2noc(COc3ccc(Cl)cc3)n2)cc1
 : -23%	14%	8%	-17	-19%	.	-2
COC(=O)c1cc(=O)n(Cc2ccco2)c(=Nc2ccc(F)cc2)s1
 : -4%	?	0%	-5	-23%	43%[activator]	-1
CS(=O)(=O)N(CC(=O)N1CCCCCC1)c1cc(Cl)ccc1Cl
 : 0%	-4%	3%	.	11%	?	-3
COC(=O)c1ccc(C23CC4(C2)[C@H](CN(Cc2ccc(C(F)(F)F)cc2)[C@@H]4c2ccccc2)C3c2ccc(C(F)(F)F)cc2)cc1 (stereo partly drawn)
 : .	?	2%	2	-8%	10µM*	-4
CCOC(=O)N1CCC(NC(=O)c2cc(-c3ccc(F)cc3)[nH]c2C)CC1
 : 2%	?	-4%	-12	55%	.	-3
CN(CC(=O)Nc1cccc(F)c1)C(=O)c1cn(-c2ccccc2)nc1-c1ccc(Cl)cc1
 : 5%	15µM*	.	.	-20%	?	.

# Two compounds picked at random from those above:
# Results follow in this order: Tb PYK inh	Pf growth 48h	LmPK inh	Shiga toxin inh	AmpC no deterg	Pf growth 96h	CHX counter
COc1cccc(-c2nc(C#N)c(N3CCN(C(=O)c4ccco4)CC3)o2)c1
 : -6%	11%	-3%	-3	-6%	27%	-2
CCCCOc1ccccc1Cn1c(=O)oc2ccc(C)cc21
 : -2%	-9%	-2%	0	-27%	.	-1
